bCat nuc transl: alters nuclear translocation of beta-catenin in HeLa cells | nuclear translocation activity, % at 5 µM | 190,000 compounds, 0.3% hits | immunofluorescence imaging;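 active = nuclear translocation activity above 50% at 5 µM, with a well cell count of 50 or more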;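 also: per-cell ratio of nuclear to cytoplasmic median beta-catenin stain intensity; plate controls were DMSO negative control for no effect and GSK-3 inhibitor IX positive control for full effect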
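Technique: fluorescence imaging of beta-catenin antibody stain plus DAPI / Material: human HeLa cell line / Incubation: compound treatment 24 h, 37°C, 5% CO2 / Read-out basis: % activation of per-cell nuclear versus cytoplasmic median beta-catenin signal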
Dynein cargo inh: dynein cargo transport inhibition | 3617.4 mouse cells, GR-EGFP nuclear translocation imaging; test concentration mostly 20 µM; stimulated with dexamethasone, 1 µM; stronger effect = lower value | 220,000 compounds, 0.47% hits | AID 1381 | z-score, hits read low;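 active = plate z-score of nuclear minus cytoplasmic receptor signal below a set negative limit, without overly bright fluorescence or cell loss, cut at about -3.5 in these data, passing the limit was not always enough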;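 also: z-score of nuclear minus cytoplasmic ring GR-EGFP intensity difference per well; some compounds called inactive have numbers as strong as hits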
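Schedule: 48 h induction, then 1 h compound, then 30 min agonist, 37 °C. Buffer or medium: tetracycline-free induction medium containing charcoal-stripped FBS. Reagent: 1.0 µM final dexamethasone stimulus. Evaluation: nuclear versus cytoplasmic GR-EGFP signal, averaged per well. Signal: high-content fluorescence imaging after fixation.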
NOD1 inhibition: inhibition of NOD1-driven NF-kB reporter – cell-based, luminescence, uHTS, primary screen (AID 1578) | NOD1-driven NF-kB luciferase reporter cells, luminescence; higher % means a stronger effect | one-dose inhibition, % at 4 µM; EC50 in µM for titrated hits | 290,000 compounds, 1% hits; in the data active = inhibition mostly above about 36%, no sharp cut-off; inactive = mostly below about 34%;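 also: HEK-293T reporter cells stimulated with the NOD1 agonist gamma-tri-DAP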
Yfh1-off respiration: enhancers of respiration in Yfh1-depleted yeast, dose response, Friedreich's ataxia, plus single-dose screen (AID 1465); S. cerevisiae Yfh1-off respiration, WST-1 reduction, 72 h; higher fold induction means a stronger effect; one-dose fold induction at 50 µM; EC50 in µM for titrated hits; 220,000 compounds, 0.074% hits;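 active = fold induction of absorbance versus untreated yeast above a set limit, then at least 30% activation at any dose in follow-up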;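 also: activators that raise dye reduction in frataxin-depleted yeast; strong numbers were not always called active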
Autophagy mod: autophagy modulation, high-content screen; calls only at 10 µM (by protocol); AID 463193; 190,000 compounds, 0.98% hits; MEF GFP-LC3 puncta imaging; test concentration mostly 10 µM;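 active = percentage of spot-positive cells more than 3 SD above its plate mean, without a fluorescence outlier flag or 80% toxicity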;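 also: spot-positive cell cutoff set from DMSO-treated cells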
MT stabilizer: microtubule stabilizers in HeLa cells | HeLa tubulin immunostaining HCS, 24 h; share of cells brighter than vehicle mean+2SD | % tubulin-high responders, % at 10 µM | 200,000 compounds, 0.83% hits | AID 2205;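 active = plate Z-score above 3 for both tubulin-high and condensed-nucleus cell shares, with cell loss under 80%, at 10 µM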;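 also: anti alpha tubulin signal scored within the nucleus-defined area of each cell; some results filed as inactive read as strong as hits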
Insulin prom up: MIN6 insulin promoter up-regulation | MIN6 insulin promoter-GFP reporter, high-content imaging; stronger effect = higher value | z-score at 5 µM | 190,000 compounds, 0.3% hits;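 active = z-score above 3 at 5 µM with at least 500 cells counted in the well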
P. falciparum M17LAP: P. falciparum M17LAP inhibitors, primary screen, biochemical, fluorogenic H-Leu-NHMec substrate, 1536-well (AID 1619); recombinant M17LAP, H-Leu-NHMec fluorogenic kinetic assay; higher % means a stronger effect; inhibition, % at 30 µM; hits with a dose series show IC50 in µM; 220,000 compounds, 0.38% hits;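 active = compound inhibiting the enzyme by more than half at any dose during confirmatory dose-response retesting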;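 also: plate controls were full reaction with DMSO carrier for no effect and no enzyme background for full effect; strong numbers were not always called active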
NOD2 inhibition: inhibition of NOD2-driven NF-kB reporter – cell-based, luminescence, uHTS, HEK293 (AID 1566); HEK293 NOD2/NF-kB luciferase reporter, luminescence; higher % means a stronger effect; one-dose inhibition, % at 4 µM; EC50 in µM for titrated hits; 290,000 compounds, 0.63% hits; in the data active = inhibition above about 50%; also: many of its hits are not listed in these tables
Dynein cargo inh cytoplasmic EGFP: second read-out of Dynein cargo inh, no call of its own (marks repeat the call); z-score; measured here: cytoplasmic GR-EGFP intensity; stronger effect = higher value
Dynein cargo inh nuclear GR-EGFP: further read-out of Dynein cargo inh, marked with its call; z-score; measured here: nuclear GR-EGFP intensity;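 lower value marks the stronger effect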
Dynein cargo inh cell count: further read-out of Dynein cargo inh, marked with its call; z-score; measured here: cell count per field
Insulin prom up cell count: second read-out of Insulin prom up, no call of its own (marks repeat the call); cell count; measured here: cytotoxicity, nuclei count;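 total cells summed across four imaged fields per well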
bCat nuc transl cell count 5 µM: recorded beside bCat nuc transl, whose call it bears; cell count; measured here: cell count, cytotoxicity flag
MT stabilizer Hoechst-high %: recorded beside MT stabilizer, whose call it bears; % Hoechst-high responders; measured here: nuclear condensation Hoechst responders;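 share of cells brighter than vehicle mean plus two SD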
MT stabilizer cytotoxicity %: further read-out of MT stabilizer, marked with its call; toxicity, %; measured here: cytotoxicity by cell density;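 0% = mean cell density of plate MIN control wells and 100% = no cells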
Autophagy mod cell loss 18 h: further read-out of Autophagy mod, marked with its call; toxicity, %; measured here: cell loss, nuclei count;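 cell loss after 18 h compound exposure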
* marks the source's active call; other numbers are inactive results; i = inactive; · = not tested or not shown. An excerpt; the hit share may differ from the screen's.

SMILES	bCat nuc transl	bCat nuc transl cell count 5 µM	Dynein cargo inh	Dynein cargo inh cytoplasmic EGFP	Dynein cargo inh nuclear GR-EGFP	Dynein cargo inh cell count	NOD1 inhibition	Yfh1-off respiration	Autophagy mod	Autophagy mod cell loss 18 h	MT stabilizer	MT stabilizer Hoechst-high %	MT stabilizer cytotoxicity %	Insulin prom up	Insulin prom up cell count	P. falciparum M17LAP	NOD2 inhibition
Cc1ccc(-c2cc(C(=O)NCc3ccc4c(c3)OCO4)[nH]n2)c(O)c1C	-4.1	1004	-0.676	-0.236	-0.102	0.63	-22.2%	i	i	13.2	3.0	1.5	7.9	-1.49	1366	-12.1%	-18.9%
O=S1(=O)CC(O)C(NCCO)C1 (stereo not given)	2.9	1085	0.0108	-0.29	0.00784	0.19	-46.1%	i	i	-27.1	1.4	1.8	1.1	-0.93	1256	-1.4%	7.2%
CCN(CC)C(C(=O)Nc1ccc(C(C)C)cc1)c1ccc2c(c1)OCO2 (stereo not given)	-4.5	1013	0.23	-0.212	0.0124	-0.269	-0.4%	i	i	6.8	3.9	1.4	3.2	-0.97	932	5.5%	-12.7%
COC(=O)C[n+]1cccc2ccccc21	-4.0	1022	0.139	-0.251	-0.17	0.664	8.9%	i	i	1.1	4.4	1.9	11.1	1.2	1129	-2.3%	-6.9%
Clc1ccc(-c2nnc3c4ccccc4nc(N4CCOCC4)n23)cc1Cl	-1.9	1410	-0.13	-0.23	-0.242	0.458	3.2%	·	i	-1.5	2.1	1.1	4.4	-0.4	1418	3.4%	-11.7%
Fc1cccc(CN2CCN(c3ncccn3)CC2)c1	-0.1	879	-1.95	-0.258	-0.596	4.32	-6.8%	i	i	-4.3	4.7	2.3	0.5	0.78	1194	7.5%	7.6%
CCCC(=O)Nc1ccc2oc(-c3ccc(OC)c(Br)c3)nc2c1	-3.5	945	-0.0371	-0.184	0.545	0.0922	-101.8%	i	i	-47.4	2.1	1.4	7.4	-0.7	1249	6.7%	-38.7%
COc1ccc(-c2cc(O)cc(O)c2)cc1	2.4	1013	-0.626	-0.241	-0.477	1.47	-47.8%	i	i	2.2	6.2	3.4	2.5	·	·	-4.1%	-91.6%
Cc1ccccc1NS(=O)(=O)c1ccc(C2CNC(=O)C2)cc1 (stereo not given)	·	·	-0.124	-0.233	0.043	-0.0987	14.7%	i	i	5.5	3.3	1.4	4.0	·	·	-8.5%	-5.1%
CCN(CC)C(=O)CSc1nnc(COc2ccccc2)n1N	2.0	966	1.74	-0.281	0.945	0.0401	-36.2%	i	i	-18.9	2.4	0.7	1.6	·	·	3.2%	7.3%
CC1(C)C=Cc2c(c3c(c4c(=O)c(-c5ccc(O)cc5)coc24)OC(C)(C)CC3)O1	-1.2	1054	-0.409	-0.302	-0.214	0.675	-3.1%	i	i	-7.0	1.9	1.6	11.8	-0.31	1232	3.5%	10.3%
CCc1cccc(CC)c1NC(=O)COn1nnc2ccc(C(F)(F)F)cc21	1.4	1109	0.435	-0.177	0.787	-1.23	-18.2%	i	i	8.3	2.9	3.4	8.5	0.54	1461	-9.6%	10.0%
COc1ccc(/C=C/CN2CCCC(CO)(Cc3cccc(Cl)c3)C2)cc1 (stereo not given)	4.9	926	-0.115	-0.13	0.452	0.618	-15.1%	i	i	0.0	2.6	1.4	7.2	·	·	·	7.2%
Cc1ccc(OCC(O)Cn2c(=N)n(CCN3CCCCC3)c3ccccc32)cc1 (stereo not given)	·	·	-0.526	-0.113	-0.0809	0.396	-45.9%	i	i	5.0	5.5	4.1	3.1	-3.69	1029	-0.9%	-12.1%
CS(=O)(=O)N(CC(=O)Nc1cccc(F)c1)c1cccc([N+](=O)[O-])c1	-1.6	1363	-0.162	-0.0859	-0.259	0.334	11.6%	i	i	-2.6	1.7	1.8	9.2	-0.13	1651	15.2%	13.8%
CCOc1ccc(NC(=O)N2CCC(NC(=O)C(Cc3ccc(OC)c(OC)c3)NC(C)=O)CC2)cc1 (stereo not given)	0.3	1456	-0.00745	-0.162	-0.854	-0.157	9.6%	i	i	1.0	2.6	2.1	11.9	0.71	1283	4.7%	12.4%
Clc1ccc(-n2nnc(-c3nccs3)n2)cc1Cl	-1.1	1172	-0.123	-0.212	0.222	-0.417	109.9%*	i	i	36.7	1.9	1.7	5.8	-0.45	1414	5.0%	-150.3%
O=S(=O)(Cc1cccc(F)c1)c1c[nH]c2ccccc12	·	·	-0.511	-0.184	-0.0894	0.212	-8.7%	i	i	-9.4	3.7	3.1	6.5	-1.16	915	-2.2%	17.3%
Cc1cc(C(=O)NCc2ccc3c(c2)OCO3)c(C)o1	-0.7	1359	-0.263	-0.261	-0.188	0.542	-8.8%	i	·	·	·	·	·	-0.4	1326	-0.3%	0.4%
Cc1cccc(NC(=O)CSc2nnc(-c3ccccc3C)o2)c1	0.9	565	-0.106	-0.199	-0.696	-0.0197	-18.0%	i	i	1.6	2.5	1.5	0.3	·	·	-1.1%	-115.0%
CC1(C)Cc2nc(N)c(=O)sc2C1	-1.6	1195	-0.526	-0.164	-0.0948	0.836	5.3%	i	i	53.8	1.4	1.5	10.3	1.03	1287	10.3%	15.4%
Cc1ccccc1NC(=O)C1CCCN(S(=O)(=O)c2cccc3cccnc23)C1 (stereo not given)	-1.3	1177	-0.95	-0.253	-0.352	0.348	-10.4%	i	·	·	1.8	3.0	10.6	0.11	2051	-8.9%	-18.2%
COc1ccc(N2CCN(C(=O)CCNC(=O)c3ccc(C(C)(C)C)cc3)CC2)cc1	-2.1	1152	-0.932	-0.356	-0.956	0.565	-30.5%	i	i	1.3	2.4	2.5	6.4	-0.8	1198	0.3%	17.6%
O=C(NCc1ccc2c(c1)OCO2)C1CCN(Cc2cnn(-c3ccccc3)c2-n2cccc2)CC1	-1.6	1220	-0.76	-0.138	-0.428	0.607	-28.7%	i	i	-10.9	1.5	1.1	10.9	-1.77	1337	-4.3%	-24.3%
CCOC(=O)C1(CCOc2ccccc2)CCN(C(=O)c2ccc(-n3cccn3)cc2)CC1	0.5	1106	-0.0871	0.417	0.171	-0.327	-11.1%	i	i	-38.5	3.3	2.0	6.4	-0.16	1451	-4.8%	0.8%
Cc1cccc(NC(NC(=O)c2ccccc2[N+](=O)[O-])C(Cl)(Cl)Cl)c1 (stereo not given)	-1.0	861	-0.264	-0.322	-0.414	0.728	-3.9%	i	i	6.4	2.2	1.5	6.1	·	·	1.3%	4.0%
CCOC(=O)C1=C(CS(=O)(=O)c2ccc(F)c(C)c2)NC(=O)NC1c1ccc(O)c(O)c1 (stereo not given)	-2.1	1141	0.0422	-0.178	0.135	0.244	3.3%	i	i	-8.3	2.7	1.8	1.9	-0.98	1590	0.3%	-7.9%
N#Cc1c(-c2cccs2)cc(C2CC2)nc1SCC(N)=O	-1.7	1151	-0.076	-0.189	0.621	-0.051	-20.6%	i	i	-6.2	2.5	1.4	2.1	·	·	12.0%	11.8%
CCOc1ccc(C(=O)OCC(=O)NC(C)C)cc1	1.9	1063	0.526	-0.134	0.388	-0.106	-16.5%	i	i	-16.5	3.5	2.2	4.3	-0.08	1329	-5.4%	9.9%
COc1ccc(N(C(=O)c2ccc(Br)o2)C2C=CS(=O)(=O)C2)cc1 (stereo not given)	2.6	1393	0.736	0.0232	0.415	-0.898	18.9%	i	i	-5.2	3.9	1.4	14.2	-0.8	1274	5.3%	9.7%
CCn1c(SCC(=O)c2cc(C)n(-c3ccc(C(=O)OC)cc3)c2C)nnc1-c1cccnc1	-4.8	1097	-0.827	-0.19	-0.453	0.712	11.3%	i	i	4.5	0.6	1.4	6.1	-2.02	799	0.1%	9.2%
CCCC(=O)c1cc(F)c(N2CCN(S(=O)(=O)c3ccccc3)CC2)cc1C	0.0	1057	-0.712	-0.248	-0.108	0.898	-15.9%	i	i	-9.4	1.2	1.9	10.8	-0.13	1179	-6.6%	10.9%
CC1CCN(C2=NC(=O)/C(=C/c3cn[nH]c3-c3ccccc3)S2)CC1	-0.8	1121	0.583	-0.211	0.339	-0.496	-13.1%	i	i	5.0	2.4	2.3	9.6	0.87	1307	-1.7%	2.0%
CCOC(=O)CNC(=O)/C(=C\c1ccc(F)cc1)NC(=O)c1ccccc1	0.4	1542	-0.178	0.105	-0.124	0.74	-31.5%	i	i	1.4	1.2	1.2	6.0	·	·	16.6%	9.1%
CCOCCCNC(=O)/C(C#N)=C/c1ccc(C(=O)OC)cc1	-0.9	1126	-0.679	-0.266	-0.0973	0.327	3.0%	i	i	-1.1	5.5	2.1	14.6	-0.06	1247	-5.2%	15.4%
CCCCc1c(O)nc(SCC(=O)N2CCOCC2)[nH]c1=O	-1.0	1063	-0.719	-0.268	-0.406	-0.123	-10.7%	i	i	2.4	3.3	3.4	3.6	-0.91	1980	19.1%	6.7%

Screens from PubChem BioAssay.
